KDM5B inhibitor = blocks human KDM5B histone demethylase activity. AID 1347165. KDM5B demethylase, FDH-coupled NADH fluorescence (FDH is formaldehyde dehydrogenase). Potency, µM (top dose mostly 57.7 µM), inactives show top-dose activity change, negative = inhibition, hits mostly inhibitors. 220,000 tested, 2.6% active. Q9UGL1; active = well fitted inhibition curve with a large enough effect; inconclusive = small, poorly fitted or top-dose-only effect; inactive = no such curve, though single readings can be large or run the other way; note: 0% is about no effect; nearly all actives have a fitted effect of over 70% in size
Target sequence (Q9UGL1 whole entry, looked up): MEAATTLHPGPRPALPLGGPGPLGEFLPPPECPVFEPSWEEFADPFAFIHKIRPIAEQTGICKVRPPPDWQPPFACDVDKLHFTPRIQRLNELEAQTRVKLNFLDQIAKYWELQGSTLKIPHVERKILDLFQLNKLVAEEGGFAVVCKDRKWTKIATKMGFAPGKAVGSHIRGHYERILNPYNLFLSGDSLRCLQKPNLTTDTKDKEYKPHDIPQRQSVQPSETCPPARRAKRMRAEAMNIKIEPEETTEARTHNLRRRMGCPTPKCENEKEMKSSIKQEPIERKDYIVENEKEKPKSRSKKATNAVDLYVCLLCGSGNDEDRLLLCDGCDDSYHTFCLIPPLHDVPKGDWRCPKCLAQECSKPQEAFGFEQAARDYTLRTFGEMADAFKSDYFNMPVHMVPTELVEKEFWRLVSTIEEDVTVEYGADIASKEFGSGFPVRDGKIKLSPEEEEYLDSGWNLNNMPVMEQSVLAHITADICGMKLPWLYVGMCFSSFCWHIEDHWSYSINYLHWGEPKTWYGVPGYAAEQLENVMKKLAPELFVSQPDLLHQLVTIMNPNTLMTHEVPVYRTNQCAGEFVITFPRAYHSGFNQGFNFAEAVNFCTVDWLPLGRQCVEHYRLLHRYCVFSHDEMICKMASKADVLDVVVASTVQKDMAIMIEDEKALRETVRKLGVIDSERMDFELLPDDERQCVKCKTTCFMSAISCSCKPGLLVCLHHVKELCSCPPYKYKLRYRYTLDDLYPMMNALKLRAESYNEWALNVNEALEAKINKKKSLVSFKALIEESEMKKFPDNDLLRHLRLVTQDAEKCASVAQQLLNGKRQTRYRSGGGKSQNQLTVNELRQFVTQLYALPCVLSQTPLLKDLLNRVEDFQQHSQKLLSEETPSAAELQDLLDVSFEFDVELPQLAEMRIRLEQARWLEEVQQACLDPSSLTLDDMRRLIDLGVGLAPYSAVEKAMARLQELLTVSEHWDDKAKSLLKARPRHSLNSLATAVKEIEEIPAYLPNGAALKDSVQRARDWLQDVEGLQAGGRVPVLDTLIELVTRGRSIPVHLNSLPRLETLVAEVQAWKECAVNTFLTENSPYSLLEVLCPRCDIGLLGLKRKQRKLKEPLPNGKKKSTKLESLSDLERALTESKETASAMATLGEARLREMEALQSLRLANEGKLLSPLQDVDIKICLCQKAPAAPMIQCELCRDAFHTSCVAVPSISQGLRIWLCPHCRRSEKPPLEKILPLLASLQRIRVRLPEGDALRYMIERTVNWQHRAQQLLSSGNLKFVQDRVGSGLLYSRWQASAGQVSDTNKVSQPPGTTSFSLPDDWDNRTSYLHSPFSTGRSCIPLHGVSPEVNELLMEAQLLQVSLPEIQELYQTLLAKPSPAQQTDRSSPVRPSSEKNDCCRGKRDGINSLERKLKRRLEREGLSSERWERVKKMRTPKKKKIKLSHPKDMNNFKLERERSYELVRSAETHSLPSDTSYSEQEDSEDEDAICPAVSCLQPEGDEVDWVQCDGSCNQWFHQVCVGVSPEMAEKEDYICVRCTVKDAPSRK
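Measured: NADH fluorescence change, 30 min, RT. System: KDM5BΔAP 200 nM final, H3K4me3 peptide, α-KG, Fe(II), ascorbate, NAD⁺ plus FDH, pH 7.5 HEPES. Compounds: titrated, 10 min pre-incubation with enzyme.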
* marks the source's active call; other numbers are inactive results; ? = inconclusive; [ ] = remark or other dose. Potency is the fitted concentration of half-maximal effect. This is a subset (hit frequency here may not be typical).

The first 4 compounds, ahead of the listing:
| Structure | KDM5B inhibitor |
| --- | --- |
| Cc1cccc(Cn2c(=O)n(Cc3ccc4c(c3)OCO4)c(=O)c3oc4ccccc4c32)c1 | -8% |
| Cc1oncc1S(=O)(=O)N1C[C@H](CO)C[C@H](CN2CCCC2)C1 | 19% |
| COc1cccc(C(=O)NCCC2CCN(C(=O)Nc3ccc(C)cc3)CC2)c1 | 7% |
| O=C(NCc1ccccc1)N1CC[C@H](c2nc3ccc(F)cc3[nH]2)C1 | -5%[86.2 µM] |

Results, repeating the preview:
| Structure | KDM5B inhibitor |
| --- | --- |
| Cc1cccc(Cn2c(=O)n(Cc3ccc4c(c3)OCO4)c(=O)c3oc4ccccc4c32)c1 | -8% |
| Cc1oncc1S(=O)(=O)N1C[C@H](CO)C[C@H](CN2CCCC2)C1 | 19% |
| COc1cccc(C(=O)NCCC2CCN(C(=O)Nc3ccc(C)cc3)CC2)c1 | 7% |
| O=C(NCc1ccccc1)N1CC[C@H](c2nc3ccc(F)cc3[nH]2)C1 | -5%[86.2 µM] |
| COc1cc(-c2ccc(Nc3ccccc3C(=O)O)c(OC)c2)ccc1Nc1ccccc1C(=O)O | ? |
| Cc1ccc(C)c(CS(=O)(=O)Cc2noc(C(C)(C)C)n2)c1 | 3% |
| Cn1nc(C(=O)Nc2cc(Cl)ccc2N2CCCC2)c2ccccc2c1=O | 13% |
| Cc1cc(C(=O)N2CCCC(N3CCN(c4cccc(C(F)(F)F)c4)CC3)C2)no1 (stereo not given) | 26% |
| Cc1ccc(C(=O)N2CC[C@H](c3n[nH]c(C)n3)[C@H](NC(=O)C3CCOCC3)C2)cc1 | -2% |
| COc1ccc(-c2nonc2NC(=O)c2ccc(OCC(C)C)cc2)cc1OC | 17% |
| COc1cccc(CNC(=O)C2CCCN(S(=O)(=O)c3cn(C)cn3)C2)c1 (stereo not given) | 8% |
| CCOc1ccccc1CNC(=O)C1c2ccccc2CC(=O)N1CC (stereo not given) | -1% |
| Cc1ccc2oc(=O)n(Cc3ccccc3Cl)c2c1 | ? |
| O=C(NC1C[C@H]2CC[C@@H](C1)N2S(=O)(=O)c1ccc(Cl)s1)c1ccncc1 (stereo not given in full) | 17% |
| CCOC(=O)C(NC(=O)[C@@H](NC(=O)c1ccc(Cl)cc1Cl)C(C)C)C(=O)OCC | 3% |
| COc1ccc(Nc2cc3c(nc2OC)nc(CCc2ccccc2)n3C)cn1 | 18µM* |
| Cc1ccc(NC(=O)c2cc(-c3ccncc3)nc3ccccc23)c(C)c1 | -17% |
| O=C(CCn1cnnn1)N1CCc2nn(Cc3ccccc3)c(=O)n2CC1 | 5% |
| O=C(Nc1ccc(Br)cc1F)c1cc(S(=O)(=O)NC2CCCC2)ccc1F | 17% |
| CCCSc1ccccc1C(=O)Nc1cccc(C)c1C | 8% |
| Cc1noc([C@@H]2CN(Cc3ccccc3OC(C)C)C[C@H]2CO)n1 | -12% |
| O=C(O)C[C@@H]1CCN(C(=O)NC2CCCCC2)C[C@@H]1CCN1CCC(C(=O)O)CC1 | 9%[86.2 µM] |
| CC1(C)[C@H](Cc2cc(COc3ccccc3)on2)C[C@@H]1NC1CCC1 | 12%[86.2 µM] |
| Cc1nc(CC2CCN(c3nccc(-c4cccnc4)n3)CC2)no1 | 22µM* |
| Cc1ccc(C(=O)Nc2ccc3oc(-c4ccncc4)nc3c2)cc1 | -16% |
| CCC(=O)N1CCCCC1c1nc(-c2ccncc2)n[nH]1 (stereo not given) | -2% |
| CCS(=O)(=O)Nc1ccc(C2(C(=O)NC3CCCC3)CCC2)cc1 | -14% |
| O=c1oc2ccccc2cc1-c1nc(-c2cccs2)no1 | -12% |
| Cc1ccc(Cn2c(N3CCN(Cc4cccc5ccccc45)CC3)nc3c2c(=O)[nH]c(=O)n3C)cc1 | 3% |
| O=C(C1CCCC1)N1CCCCCC1CN1CCOCC1 (stereo not given) | -7% |
| CNC(=O)C(C)(C)N1CCC[C@H]1C(=O)NCCc1ccccc1 | -26%[86.2 µM] |
| CS(=O)(=O)N1C[C@H]2CCN(C(=O)c3cc[nH]c(=O)c3)C[C@H]21 | ? |
| COc1cccc(Nc2nc3ccccc3nc2NS(=O)(=O)c2ccc(C)c(C)c2)c1 | 2% |
| CN1CCN(c2ccc3nnc(CCC(=O)NCC4CCN(Cc5ccc(F)cc5)CC4)n3n2)CC1 | -20% |
| CCOCC(=O)N1C[C@@H](Oc2ccccc2)C[C@H]1C(=O)N1CCOCC1 | -6% |
| Cc1nc(C)c(C(=O)N2[C@@H]3CC[C@H]2CC(NC(=O)c2ccc(F)cc2)C3)s1 (stereo not given in full) | 14% |
| O=C(NC1CC1)c1ccccc1OCC1CCCN(C(=O)C2CCCC2)C1 (stereo not given) | 2% |
| COc1cccc(F)c1-c1ccc(COc2ccc3c(cnn3CCC(=O)O)c2)cc1 | -12%[86.2 µM] |
| CCN(CC)C(=S)Nc1ccc(F)cc1 | 7% |
| O=c1[nH]nc2n1CCN(Cc1ccc(F)cc1Cl)CC2 | 7% |
| COCCc1noc(-c2ccccc2OC2CN(C(=O)C(C)C)C2)n1 | ? |
| CCOC(=O)c1ccc(-c2ccc(/C=C(\C#N)C(=O)Nc3ccc(OCC)cc3)o2)cc1 | -2% |
| O=C(NCC1CCN(c2cc(-c3ccccc3)[nH]n2)CC1)c1ccc[nH]1 | ? |
| COC[C@@H]1CN(Cc2cccc(C(F)(F)F)c2)C[C@H]1C(=O)NC1CC1 | 28% |
| O=C(c1ccc2ncsc2c1)N(Cc1ccccc1)Cc1ccco1 | ? |
| COc1cccc(CNC(=O)Cn2c(=O)oc3cc(S(=O)(=O)N4CCCCCC4)ccc32)c1 | -22% |
| Cc1ccc(C(c2cccc(Br)c2)c2c(C)[nH]c3ccccc23)s1 (stereo not given) | ? |
| Cc1cc(C(=O)N2CCN(S(=O)(=O)c3ccccc3)CC2)c(C)o1 | 2% |
| CCCCCNC(=O)c1ccc2c(c1)ncn2-c1cccc(C)c1 | ? |
| CCOc1ccc(N2CC(c3nc4ccccc4n3Cc3cccc(Cl)c3)CC2=O)cc1 (stereo not given) | -6% |

Following part:
| Structure | KDM5B inhibitor |
| --- | --- |
| COc1ccc(C2C(C(C)=O)=C(O)C(=O)N2c2ccc(C)c(Br)c2)c(OC)c1 (stereo not given) | -18% |
| CCOc1ccc(CNC(=O)c2ccc3c(c2)c(C)c(C)n3Cc2ccccc2)cc1OC | ? |
| O=C(NCc1cccs1)c1cc2n(n1)CC(c1ccc(Cl)cc1)OC2 (stereo not given) | -21% |
| COc1ccc(Br)cc1CN1CCCC(C(=O)N2CCN(C)CC2)C1 (stereo not given) | -27% |
| COc1cc(NC(=O)NCCn2c(C(F)(F)F)nc3ccccc32)cc(OC)c1 | -12% |
| COc1ccccc1CNC(=O)CC(c1ccc(C)cc1)N1Cc2ccccc2C1=O (stereo not given) | 1% |
| COc1ccc2c(C)c(CCC(=O)N3CCOCC3)c(=O)oc2c1C | ? |
| CN1Cc2ccc(N3CCOCC3)nc2C(C)(C(=O)NCCCn2ccnc2)C1 (stereo not given) | 32µM* |
| COc1cccc(C(=O)N2CCC(N(C)C3CCOCC3)CC2)c1 | -18% |
| COc1ccc(C2CC(=O)c3cc(-c4nc(-c5cccc([N+](=O)[O-])c5)cs4)c(=O)n(-c4ccccc4N)c3C2)cc1 (stereo not given) | -26% |
| Cc1noc(-c2ccc(OCc3ccc(F)cc3)cc2O)c1-c1ccccc1 | 8% |
| Cc1ccc(CN2CCCC(c3nc(-c4cccnc4)no3)CCNC(=O)CC2)s1 (stereo not given) | -4% |
| CCc1ccc(CN(C)CC(=O)Nc2ccc(S(=O)(=O)N3CCOCC3)cc2)cc1 | -4% |
| O=C(N[C@H](CO)Cc1ccccc1)c1nc(-c2ccc3[nH]ccc3c2)no1 | -2% |
| Cc1ccc(NS(=O)(=O)c2c(C(=O)N3CCC(C)CC3)c(C)n(C)c2C)cc1Cl | -9% |
| CC(=O)Nc1ccc(S(=O)(=O)N[C@H]2CO[C@H]3[C@@H]2OC[C@H]3OC(=O)Nc2ccc(Oc3ccccc3)cc2)cc1 | -16% |
| Cn1cc([C@@H](NC(=O)CCc2ccsc2)C2CC(O)C2)cn1 (stereo not given in full) | 25% |
| COc1ccc(-c2nc(-c3nnn4c3COC(c3ccccc3Cl)C4)no2)cc1F (stereo not given) | 13µM* |
| COc1ncccc1-c1nccn2c(C3CN(Cc4c[nH]c5ccccc45)C3)ncc12 | ? |
| O=C(NCCC1=CCCCC1)c1ccc2c(c1)N(Cc1cccc(Cl)c1)C(=O)c1ccccc1S2(=O)=O | -26% |
| N#Cc1ccc(-c2nc(C(=O)NC3CCCCCC3)no2)cc1 | 26% |
| CC1=NS(=O)(=O)N(Cc2ccccc2)C=C1C(=O)OCc1noc(-c2ccccc2C)n1 | -10% |
| CC(C)C(=O)Nc1ccc(C2(C(=O)N3CCN(c4ccccn4)CC3)CCCCC2)cc1 | 22µM* |
| O=C(C1=C(O)C(=O)N(CCCn2ccnc2)C1c1ccncc1)c1cc2ccccc2o1 (stereo not given) | ? |
| Cc1ccc(CNC(=O)CCCNC(=O)C(C)(C)C)cc1 | 23% |
| CC(C)(C)c1ccc(NC(=O)NC2CCCc3ccccc32)cc1 (stereo not given) | 17% |
| N#Cc1ccc(-c2cccs2)nc1SCc1cccnc1 | ? |
| CCN(CC)S(=O)(=O)c1ccc(N2CCN(C)CC2)c(NC(=O)Cc2ccccc2)c1 | 3% |
| CC(C)NC(=O)CSc1nc(C2CC2)nc2ccccc12 | 20% |
| Cc1cc(C)cc(NC(=S)NC2CCCC(C)C2C)c1 (stereo not given) | -9% |
| CCc1ccc(NC(=O)CSc2nccn2-c2cccc(C)c2C)cc1 | ? |
| CC(=O)Nc1cccc(NC(=O)CSc2cn(CC(=O)N3CCCCCC3)c3ccccc23)c1 | -27% |
| CNC(=O)NC(=O)CN(C)c1ccc(I)cc1 | 4% |
| CC(CCc1ccccc1)NC(=O)c1cc(=O)c2ccccc2o1 (stereo not given) | -19% |
| Cc1cnc(CCNS(=O)(=O)Cc2ccccc2F)n1C(C)C | -3% |
| CNc1snc(C)c1C(=O)OCc1csc(-c2ccc(F)cc2)n1 | 1% |
| O=[S+]1([O-])NCC2(CCCN(Cc3ccc(F)cc3)C2)Oc2ncccc21 (stereo not given) | -7%[115 µM] |
| CCCOc1ccc(NC(=O)COc2ccc(OC)cc2)c2cccnc12 | -17% |
| COc1cccc(NC(=O)c2cc(-c3ccccn3)nc3ccccc23)c1 | 34% |
| CC(C)NC(=O)NC[C@H]1O[C@@H](CC(=O)N2CCN(c3ccc(F)cc3)CC2)[C@H](O)[C@@H]1O | -8% |
| Cc1nnc(NC(=O)NC2CCN(Cc3ccccc3)CC2)s1 | -6% |
| CCc1noc(C)c1C(=O)N1CC[C@@H](NC(=O)c2ccccn2)[C@H](O)C1 | 19% |
| COC(=O)c1ccccc1NC(=O)c1ccc(NC(=O)C2CCCO2)cc1 (stereo not given) | -10% |
| Cc1nc(CCNc2cc(C3CC(O)C3)ncn2)sc1C (stereo not given) | 11% |
| Cc1nc(C#N)c(N2CCN(C(=O)CN(C)C(C)C(C)(C)C)CC2)o1 (stereo not given) | -4% |
| NC(N)=N/N=C\c1ccccc1 | -16% |
| Cc1cccc(NC(=O)c2ncoc2-c2cccs2)c1C | -18% |
| c1ccc(O[C@H]2COCCN(Cc3ccc(-c4ccccc4)cc3)C2)cc1 | ? |
| COc1cc(/C=C(/C#N)C(=O)C(C)(C)C)ccc1OC(F)F | 18% |
| Cc1ccc2[nH]cc(C(C(=O)O)N3CCN(Cc4nonc4C)CC3)c2c1 (stereo not given) | -2% |

Three entries already listed, arranged by the value under KDM5B inhibitor, highest first.
| Structure | KDM5B inhibitor |
| --- | --- |
| CC(C)C(=O)Nc1ccc(C2(C(=O)N3CCN(c4ccccn4)CC3)CCCCC2)cc1 | 22µM* |
| COc1ccc(Nc2cc3c(nc2OC)nc(CCc2ccccc2)n3C)cn1 | 18µM* |
| COc1ccc(-c2nc(-c3nnn4c3COC(c3ccccc3Cl)C4)no2)cc1F (stereo not given) | 13µM* |

The listing continues.
| Structure | KDM5B inhibitor |
| --- | --- |
| CN1CCN(C2CCN(CCc3ccccc3)C2=O)CC1 (stereo not given) | -7% |
| Cc1n[nH]c(C)c1C(=O)CC1(O)C(=O)N(C(C)C)c2ccccc21 (stereo not given) | 12% |
| CCC1CN(C(=O)c2ccc(C#CC(C)(C)O)o2)CCN1C(C)C (stereo not given) | -14% |
| CC(C)Cc1nc(OCC(=O)O)c(C#N)c2c1CCCC2 | 18% |
| Cc1ccc(-c2ncc(C(=O)NCCN(C)C3CCCCC3)c(-c3ccncc3)n2)cc1 | ? |
| Cc1cc(C(=O)N2CCC(F)CC2)c2c(C3CCCN3)noc2n1 (stereo not given) | -21%[149 µM] |
| C[C@@H](NC(=O)C1=C[C@@H](NC(=O)NC2CCCCC2)[C@@H](O)[C@H](O)C1)C(N)=O | ? |
| O=C(NCCCN1CCN(c2ccccc2)CC1)c1sc2ncccc2c1-n1cccc1 | 6% |
| COc1ccc(C(C)=O)cc1COC(=O)/C=C/c1cccc(Br)c1 | -19% |
| CC(=O)N1CC2(CCN(CC3CC3)C2)Cc2ccccc21 (stereo not given) | -5%[149 µM] |
| COc1c(Cl)cc(Cl)cc1C(=O)Nc1cccc2cccnc12 | -4% |
| Fc1cccc(-n2c(SCc3nc4ccccc4o3)nnc2N2CCOCC2)c1 | 8% |
| Cc1ccc(NC(=O)Nc2c(C)n(C)n(-c3ccccc3)c2=O)c(Cl)c1 | -4% |
| COCCN1CC2(CCC1=O)CCN(C(=O)C(C)SC)CC2 (stereo not given) | 12% |
| COc1ccc2[nH]c3c(c2c1)CCNC31CCN(C(=O)Cn2c(=O)oc3ccccc32)CC1 | 20µM* |
| O=C1COc2cc(C(=O)NC3CC(c4nnc(CO)n4C4CC4)C3)ccc2N1 (stereo not given) | 28% |
| C#CCNC(=O)CSc1nc(-c2cccs2)nc2ccccc12 | -18% |
| CC(C)(C)C(=O)Nc1c(NC2CCCC2)c2ccccc2oc1=O | 17% |

Screens deposited in PubChem by National Center for Advancing Translational Sciences (NCATS).
